From PubChem
rCAG RNA binder: binds r(CAG) RNA repeats | r(CAG) RNA repeat, TO-PRO-1 dye displacement fluorescence | inhibition, % at 3 µM | hit rate 1.3% among 370,000;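 active = inhibition above the plate cutoff, the mean of all test compounds on that plate plus 3 SD, cut at about 35% in these data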;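 note: 0% = DMSO alone and 100% = 100 µM mitoxantrone as full dye displacement; higher means more dye released from RNA so lower well fluorescence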
mABHD4 FP: inhibits mouse alpha/beta hydrolase domain 4; hit rate 0.54% among 370,000; Q8VD66; purified mABHD4, FP-Rh probe fluorescence polarization; inhibition, % at 8.92 µM; AID 720543;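 active = inhibition exceeding the mean over every tested compound plus 3 SD, cut at about 30% in these data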;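 note: 0% = plate median of compound wells and 100% = S159A mutant with DMSO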
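assay system = mABHD4 protein | compound dosing = single nominal dose of 8.92 µM, 0.89% DMSO final | read-out basis = percent inhibition of probe binding, normalized to plate controls | schedule = Enzyme–compound pre-incubation 45 min, then probe 60 min, both 25 °C | detection = fluorescence polarization, excitation 525 nm, emission 598 nm, BODIPY TMR filters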
Rev-erbA mod: Rev-erb alpha (human) modulation; hit rate 0.79% among 370,000; Rev-erbα–FITC-DNA binding, fluorescence polarization, 90 min; P20393; activity, % at 10 µM; AID 1259318;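 active = activity above about 14%, limit read from the data; passing the limit was not always enough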;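 note: 0% = DMSO wells with 35 nM protein and 100% = DMSO wells with 750 nM protein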
MBD2 inh: MBD2-methylated oligo binding inhibition; hit rate 0.31% among 370,000; TR-FRET, MBD2 binding to methylated oligonucleotide; Q9UBB5; inhibition, % at 4.4 µM; in the data active = inhibition above about 13%
Target sequence (Q9UBB5 whole entry, looked up): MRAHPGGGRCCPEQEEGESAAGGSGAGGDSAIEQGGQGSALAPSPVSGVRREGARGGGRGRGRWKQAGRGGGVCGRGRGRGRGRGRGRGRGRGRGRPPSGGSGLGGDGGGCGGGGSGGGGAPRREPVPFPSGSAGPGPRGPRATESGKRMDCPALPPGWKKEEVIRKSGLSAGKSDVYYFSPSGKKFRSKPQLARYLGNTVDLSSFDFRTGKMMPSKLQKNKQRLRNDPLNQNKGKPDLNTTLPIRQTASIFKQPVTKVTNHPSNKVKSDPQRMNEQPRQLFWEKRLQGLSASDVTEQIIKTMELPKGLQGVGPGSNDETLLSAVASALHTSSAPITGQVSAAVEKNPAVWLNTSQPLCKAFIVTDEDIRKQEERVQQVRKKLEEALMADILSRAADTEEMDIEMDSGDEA
UHRF1 MBD2 ctr: UHRF1 methyl-DNA binding inhibition. inhibition, % at 4.4 µM. AID 687016. hit rate 0.75% among 370,000. UHRF1 binding to methylated oligo, TR-FRET; in the data active = inhibition above about 21%;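 note: UHRF1 SRA domain binding a hemimethylated CpG hairpin DNA probe; 0% = median of test compound wells and 100% = reference inhibitor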
PRMT1 inh: inhibitors of human PRMT1 | hit rate 1.3% among 370,000 | AID 652257 | Q99873 | recombinant PRMT1, activity-based probe fluorescence polarization | inhibition, % at 2.79 µM;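 active = inhibition above about 21% made by adding two undisclosed values, limit read from the data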
Target sequence (Q99873 whole entry, looked up): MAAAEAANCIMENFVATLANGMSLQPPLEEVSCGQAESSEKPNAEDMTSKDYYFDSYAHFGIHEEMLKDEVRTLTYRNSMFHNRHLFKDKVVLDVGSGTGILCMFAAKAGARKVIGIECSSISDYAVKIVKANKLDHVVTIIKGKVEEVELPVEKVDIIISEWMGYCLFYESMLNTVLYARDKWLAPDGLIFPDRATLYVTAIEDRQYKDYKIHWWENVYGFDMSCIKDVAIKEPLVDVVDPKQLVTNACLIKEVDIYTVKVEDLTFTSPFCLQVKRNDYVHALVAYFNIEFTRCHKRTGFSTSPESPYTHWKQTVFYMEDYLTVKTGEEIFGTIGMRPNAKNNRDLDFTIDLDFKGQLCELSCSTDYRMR
TCR-CD3 inh: human TCR-CD3 binding inhibition; TAMRA-labeled TCR probe fluorescence, biochemical; inhibition, % at 9.4 µM; hit rate 0.37% among 360,000; AID 651800; in the data active = inhibition above about 19%;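 note: recombinant mutant TCR 2C K166C tagged with TAMRA read by polarization; 0% = receptor in buffer alone and 100% = receptor with positive control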
HTRA1 inhibitor: inhibitors of human serine peptidase HTRA1. recombinant HTRA1, FP-rhodamine activity-based probe, fluorescence polarization. inhibition, % at 5.96 µM. hit rate 0.5% among 340,000. Q92743; in the data active = inhibition above about 36%;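 note: 0% = enzyme with DMSO and 100% = wells lacking enzyme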
PG9 binder: small molecules binding HIV-1 gp120 antibody PG9 | inhibition, % at 6.7 µM | hit rate 0.43% among 360,000 | TR-FRET gp120-PG9 antibody binding; in the data active = inhibition above about 8.5%
LEDGF integ inh: blocks HIV-1 LEDGF/p75-dependent DNA integration; inhibition, % at 3.7 µM; hit rate 0.64% among 370,000; AID 743269; TR-FRET IN-LEDGF/p75 DNA integration, Eu/Cy5;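 active = inhibition above the screen-wide mean plus 3 SD, cut at about 13% in these data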;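 note: signal is the Cy5 over europium emission ratio at 671 and 618 nm; 0% = plate median of compound wells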
An asterisk follows results filed as active; . = no result given. An excerpt, so the mix of outcomes need not match the whole.

SMILES	rCAG RNA binder	mABHD4 FP	Rev-erbA mod	MBD2 inh	UHRF1 MBD2 ctr	PRMT1 inh	TCR-CD3 inh	HTRA1 inhibitor	PG9 binder	LEDGF integ inh
CCOC(=O)c1cccnc1SC(CC)C(=O)NCc1ccco1 (stereo unspecified)	4	4	-3	-1	-2	1	5	-9	1.0	0
COc1ccc(NC(=O)Cn2c3ccc(OC)cc3c3nc4n(c(=O)c32)CCS4)cc1	7	1	16	0	0	-2	-1	4	2.0	1
CCOC(=O)C1(C)CCCN(C(=O)c2cccc(C#N)c2)C1 (stereo unspecified)	2	3	-2	-2	-2	-1	0	.	-0.5	-2
CCC(=O)OCc1cc2cccc(C)c2[nH]c1=O	-6	9	-2	2	0	-1	-6	-3	-0.6	-3
CC(C)Oc1cccc(C(=O)C2CCCN(C(=O)CCn3cnnn3)C2)c1 (stereo unspecified)	-6	1	-5	-3	-1	-4	2	4	-1.8	-1
CS(=O)(=O)N1CCCCC1c1cc(C(=O)NCc2ccccc2)no1 (stereo unspecified)	2	-3	-2	-5	0	-1	-5	.	0.5	5
O=C(Nc1ccccc1C(F)(F)F)c1ccc(F)c(S(=O)(=O)N2CCOCC2)c1	0	-5	-3	-7	4	3	-10	11	-0.7	1
CC(C)COC(=O)N1CCCC1C(=O)Nc1nccs1 (stereo unspecified)	0	-4	-1	0	-1	0	6	-3	0.4	-1
CCS(=O)(=O)N1CCC(NC(=O)C(Cc2ccc(OC)c(OC)c2)NC(C)=O)CC1 (stereo unspecified)	-1	1	-3	-1	0	-1	3	6	-2.2	2
N#CC1=C(N)NC(SCC(=O)c2ccccc2)=C(C#N)C12CCCC2	10	-4	0	-3	-3	1	2	-16	1.8	1
CC1CCCCC1NCc1cccc([N+](=O)[O-])c1 (stereo unspecified)	3	1	4	2	0	-3	3	4	-1.4	-1
CCOc1ncccc1C(=O)OCC(=O)Nc1ccc2c(c1)CCC2	4	1	-4	-2	0	0	-2	-1	-1.2	2
O=C(Nc1ccccc1NC(=O)c1csnn1)c1csnn1	4	2	-1	4	9	0	-3	5	-0.6	0
CC(C)CC(NC(=O)c1ccc(Cl)cc1)C(=O)OCC(=O)c1ccc2c(c1)NC(=O)CO2 (stereo unspecified)	-3	4	5	-1	-1	-1	1	-10	1.1	1
CC(=O)c1ccc(O)c(CC=C(C)C)c1O	2	-8	11	-1	1	5	-8	-29	-1.2	-1
CSc1ccccc1OCc1cc(C(=O)NCc2csc(C(C)C)n2)no1	0	-8	2	-2	-2	1	12	-21	-1.6	0
Cc1ccc(Cl)cc1N1CCN(C(=O)C2CCN(S(C)(=O)=O)CC2)CC1	1	2	1	2	-1	-3	5	-1	-2.0	0
CC(C)(C)C(=O)Nc1nc(C2CCCN2S(=O)(=O)c2ccc(Cl)cc2)cs1 (stereo unspecified)	2	1	-3	-2	-1	3	2	-10	1.7	-2
CCC(Cc1ccccc1)NS(=O)(=O)c1c(C)nc2sccn2c1=O (stereo unspecified)	2	-3	-6	-4	-1	-5	-1	6	-0.8	3
COc1ccc(-c2cc(N3C(=O)Nc4ccccc4N3O)n[nH]2)cc1OC	1	3	2	1	0	5	-9	6	-1.2	1
COc1ccccc1NC(=O)CSc1nc2ccccc2cc1Cc1ccccc1	6	-6	5	-2	0	-1	0	-43	0.1	1
CN(C)Cc1c(C(C)(C)O)[nH]c2ccc(C(F)(F)F)cc12	6	-13	-4	10	7	4	2	-8	-0.1	1
Cc1ccc(C(=O)Nc2cccc(C(=O)O)c2)cc1S(=O)(=O)N1CCOCC1	4	-7	-3	5	1	0	1	-5	2.2	0
COC(=O)[C@]1(C)CN(C(=O)OC(C)(C)C)C2=C1C(=O)C[C@@](C)(C(=O)OC(C)(C)C)C2	-1	-2	2	-3	1	1	.	.	.	-4
COc1cccc(/C=C2\SC(=O)N(CC(=O)NC3CCS(=O)(=O)C3)C2=O)c1 (stereo unspecified)	1	1	2	0	-10	5	1	-2	-2.5	-3
CCOc1cc(C(=O)OCC(=O)Nc2ccc(SC(F)F)cc2)cc(OCC)c1OCC	-1	-54	8	5	2	2	1	-46	-3.8	0
O=C(C[C@@H]1C/C=C\C[C@@H](Cc2ccc(F)cc2)C(=O)OCCNC1=O)NCCO	0	-3	3	-4	-2	-1	-2	0	0.9	-2
Cc1cc(C)n(-c2cc(N3CCOCC3)ncn2)n1	4	3	8	1	4	9	-3	0	-1.8	-1
Cc1ccc(NC(=O)NC(=O)CN2CCCC2c2ccc3c(c2)OCCO3)cc1C (stereo unspecified)	3	-6	-10	0	-1	-3	-3	-12	-1.3	1
Cc1cccc(CSc2nnc([C@@H]3CCCN3C(=O)OC(C)(C)C)o2)c1	-2	3	-3	-3	-2	-4	7	3	-0.3	0
COc1ccc(Cn2nnnc2C(c2cc3cc(C)ccc3[nH]c2=O)N2CCOCC2)cc1 (stereo unspecified)	2	5	4	3	3	4	1	2	-3.3	3
COCCN(C(=O)CNC(=O)c1cccs1)C(C(=O)NC1CCCC1)c1cccs1 (stereo unspecified)	-5	-6	-2	-2	-4	1	4	-9	0.4	-3
N#Cc1c(-c2ccccc2)cc(C2CC2)nc1N	-2	-3	-4	0	-2	-1	-3	0	0.3	0
CCOC(=O)c1ccc(NC(=O)COc2ccc(S(=O)(=O)NC(C)C)cc2)cc1	-5	-6	6	-2	-3	0	-2	-6	1.5	1
O=C(NCc1ccccc1F)C1CCCN1C(=O)Nc1ccc(F)cc1 (stereo unspecified)	-2	2	-2	-3	-2	-2	-5	10	0.3	-2
COc1ccc2cc(C(=O)NCc3ccccc3)c(=Nc3ccc(C(=O)O)cc3)oc2c1	1	2	1	-6	-2	3	-7	-4	3.9	-6
Fc1ccc(-c2ccc(/C=N\n3cnnc3)o2)cc1Cl	5	-4	-1	-7	-6	-1	1	-9	-4.1	0
Cc1cc(Cl)ccc1C(=O)C1CCCN(C(=O)c2cncs2)C1 (stereo unspecified)	-3	-6	9	2	3	4	6	7	0.4	0
Cc1ncc([N+](=O)[O-])n1CC(=O)Nc1ccc(F)c(Cl)c1	2	4	-3	4	0	-5	-3	1	0.8	4
COCCNC(=O)CSc1nc2sc(C)c(C)c2c(=O)n1-c1ccccc1	-5	-10	-4	-4	-2	1	6	.	0.7	1
O=C(O)c1ccc(N2C(=O)c3cccnc3C2=O)cc1	1	4	0	2	1	0	5	-1	-0.8	-1
CCC[C@H](CN[C@@H](CNC)[C@H](C)O)NCCc1ccc(OC)cc1	0	-1	-3	-2	1	1	-1	2	-1.1	2
C=CCn1c(SCC(=O)N2CCOCC2)nc2sc(CC)cc2c1=O	-2	-7	4	-2	0	-3	6	2	-2.5	2
CC(C)N(CC(N)=O)C(=O)c1sc2cc(F)ccc2c1Cl	-2	4	-4	4	1	-1	7	-1	-0.2	-3
COc1ccc(N2C(=O)CC(Nc3ccc(F)cc3)C2=O)c([N+](=O)[O-])c1 (stereo unspecified)	4	-2	3	-2	-1	2	7	7	-1.2	2
O=C(NCc1cccnc1)c1ccc(COc2ccccc2Br)cc1	1	-4	1	5	3	2	-5	-20	0.9	1
COc1cc(C(=O)N2CCN(c3cc(Cl)ccc3Cl)CC2)cc(OC)c1OC	2	-1	3	2	0	5	-5	1	-0.5	0
Clc1ccc(-c2csc(N/N=C/c3ccco3)n2)cc1	12	1	-2	6	6	12	-7	3	-1.7	1
O=C(COC(=O)CSc1ccc([N+](=O)[O-])cc1)NCCC1=CCCCC1	2	-1	-1	-1	0	4	3	1	0.2	-3
COc1ccc(C(=O)c2[nH]c(N)c(C(=O)NCCc3c[nH]c4ccccc34)c2-c2ccc(Cl)cc2)cc1	13	20	7	-3	5	4	-2	.	0.7	-8
CCc1nnc(NS(=O)(=O)c2ccc(NC(=O)c3cccc(Cl)c3)cc2)s1	54*	-25	3	-4	1	-7	7	-52	2.1	-1

Among those listed so far, these have an aryl thioether with sulfur outside any ring.
SMILES	rCAG RNA binder	mABHD4 FP	Rev-erbA mod	MBD2 inh	UHRF1 MBD2 ctr	PRMT1 inh	TCR-CD3 inh	HTRA1 inhibitor	PG9 binder	LEDGF integ inh
CCOC(=O)c1cccnc1SC(CC)C(=O)NCc1ccco1 (stereo unspecified)	4	4	-3	-1	-2	1	5	-9	1.0	0
CSc1ccccc1OCc1cc(C(=O)NCc2csc(C(C)C)n2)no1	0	-8	2	-2	-2	1	12	-21	-1.6	0
COc1ccccc1NC(=O)CSc1nc2ccccc2cc1Cc1ccccc1	6	-6	5	-2	0	-1	0	-43	0.1	1
CCOc1cc(C(=O)OCC(=O)Nc2ccc(SC(F)F)cc2)cc(OCC)c1OCC	-1	-54	8	5	2	2	1	-46	-3.8	0
Cc1cccc(CSc2nnc([C@@H]3CCCN3C(=O)OC(C)(C)C)o2)c1	-2	3	-3	-3	-2	-4	7	3	-0.3	0
COCCNC(=O)CSc1nc2sc(C)c(C)c2c(=O)n1-c1ccccc1	-5	-10	-4	-4	-2	1	6	.	0.7	1
C=CCn1c(SCC(=O)N2CCOCC2)nc2sc(CC)cc2c1=O	-2	-7	4	-2	0	-3	6	2	-2.5	2
O=C(COC(=O)CSc1ccc([N+](=O)[O-])cc1)NCCC1=CCCCC1	2	-1	-1	-1	0	4	3	1	0.2	-3
